# Screening results (PubChem)
# SENP8 block-1: SENP8 protease inhibitors, primary screen, biochemical, luminescence | Sentrin-specific protease 8 (Homo sapiens), Q96LD8 | purified SENP8, Z-RLRGG-aminoluciferin cleavage | inhibition, % at 10 µM | 330,000 compounds, 1.2% hits | AID 2540, 2010; in the data active = inhibition above about 50%
# SENP6 inh: SENP6 protease inhibitors, primary screen, biochemical, luminescence, uHTS; 330,000 compounds, 1.8% hits; Recombinant SENP6 catalytic domain, aminoluciferin luminescence; Sentrin-specific protease 6 (Homo sapiens), Q9GZR1; AID 2599, 2010; inhibition, % at 10 µM;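 active = inhibition above about 50% at the single tested dose, limit read from the data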;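 also: plate controls were DMSO wells with enzyme for no effect and DMSO wells lacking enzyme for full effect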
# SENP8 block-2: human SENP8 protease inhibitors, primary screen, biochemical, fluorescence, Nedd8 protein substrate, uHTS. 360,000 compounds, 0.64% hits. inhibition, % at 20 µM. AID 602440, 2012. recombinant SENP8. Sentrin-specific protease 8 (Homo sapiens), Q96LD8; in the data active = inhibition mostly above about 40%, no sharp cut-off; inactive = mostly below about 27%
# PfGluPho inh: PfG6PD enzyme inhibitors, primary screen, biochemical, fluorescence intensity, uHTS; glucose-6-phosphate dehydrogenase-6-phosphogluconolactonase (Plasmodium falciparum 3D7); PfGluPho enzyme, NADPH resazurin-diaphorase fluorescence; inhibition, % at 20 µM; 350,000 compounds, 0.78% hits; AID 504690, 2011;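 active = inhibition reaching at least a set limit at 20 µM in the primary screen, cut at about 59% in these data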;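 also: 0% = DMSO wells with substrate and 100% = DMSO wells lacking glucose-6-phosphate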
# MIN6 prolif: inducers of MIN6 beta-cell proliferation, primary screen, ATP luminescence, uHTS. MIN6 cells proliferation, ATPlite luminescence, 48 h; cells starved in 0.2% serum; 100% = growth in 10% serum. proliferation, % at 10 µM. 330,000 compounds, 0.29% hits. AID 2380, 2010;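 active = compounds whose signal lies at least 3.5 SD above the mean of all wells on their plate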;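 also: 0% = DMSO-treated cells in low-serum medium and 100% = 10% serum control; some compounds called inactive have numbers as strong as hits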
# UBC13 inh: UBC13 polyubiquitin chain formation inhibitors, primary screen, biochemical, TR-FRET, uHTS | Ubiquitin-conjugating enzyme E2 N (Homo sapiens), P61088 | 330,000 compounds, 0.47% hits | inhibition, % at 20 µM; in the data active = inhibition above about 45%, passing the limit was not always enough
# Target sequence (P61088 whole entry, looked up): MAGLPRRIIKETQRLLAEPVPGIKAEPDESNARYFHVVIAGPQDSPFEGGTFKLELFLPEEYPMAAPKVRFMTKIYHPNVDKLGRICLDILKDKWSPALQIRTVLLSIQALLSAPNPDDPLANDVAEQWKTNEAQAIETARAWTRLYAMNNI
# HKDC1 inhibitor: HKDC1 hexokinase inhibitors, primary screen, biochemical, fluorescence, uHTS; inhibition, % at 20 µM; 340,000 compounds, 0.16% hits; recombinant HKDC1, G6PDH/diaphorase resazurin coupled fluorescence; AID 493160, 2011;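 active = inhibition above about 35% when tested at 20 µM, limit read from the data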;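 also: plate controls were DMSO wells with enzyme for no effect and DMSO wells lacking enzyme for full effect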
# Target sequence (Q2TB90 whole entry, looked up): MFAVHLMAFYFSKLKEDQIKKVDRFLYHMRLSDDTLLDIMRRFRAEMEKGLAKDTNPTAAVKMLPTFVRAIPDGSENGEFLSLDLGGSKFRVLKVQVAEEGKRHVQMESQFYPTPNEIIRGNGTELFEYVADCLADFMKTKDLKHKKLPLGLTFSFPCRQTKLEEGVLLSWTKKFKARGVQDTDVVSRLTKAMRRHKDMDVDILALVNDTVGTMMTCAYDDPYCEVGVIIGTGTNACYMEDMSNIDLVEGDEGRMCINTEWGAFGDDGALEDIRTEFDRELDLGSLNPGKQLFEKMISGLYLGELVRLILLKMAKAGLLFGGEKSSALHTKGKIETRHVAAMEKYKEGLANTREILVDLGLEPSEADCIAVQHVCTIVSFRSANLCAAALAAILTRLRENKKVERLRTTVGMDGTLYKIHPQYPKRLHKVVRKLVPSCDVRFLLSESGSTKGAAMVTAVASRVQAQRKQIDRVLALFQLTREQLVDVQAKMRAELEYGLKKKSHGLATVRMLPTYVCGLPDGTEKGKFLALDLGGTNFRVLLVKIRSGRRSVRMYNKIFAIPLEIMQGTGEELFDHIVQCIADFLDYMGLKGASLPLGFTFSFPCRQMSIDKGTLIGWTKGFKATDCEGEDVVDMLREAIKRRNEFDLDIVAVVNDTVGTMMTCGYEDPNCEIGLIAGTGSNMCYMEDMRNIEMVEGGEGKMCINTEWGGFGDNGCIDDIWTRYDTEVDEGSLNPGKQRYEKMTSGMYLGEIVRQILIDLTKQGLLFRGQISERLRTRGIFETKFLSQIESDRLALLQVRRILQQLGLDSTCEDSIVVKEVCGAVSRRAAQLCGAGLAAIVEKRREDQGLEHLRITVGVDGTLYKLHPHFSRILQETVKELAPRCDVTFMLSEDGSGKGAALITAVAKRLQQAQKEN
#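 Material – in-house recombinant HK5 (HKDC1) enzyme · Quantity – HKDC1 at 5 µg/mL · Buffer or medium – pH 8.0 Tris buffer with 10 mM MgCl2 · Reagent – glucose with 1 mM ATP · Dosing – single 20 µM dose · Times – reaction time 90 min, room temperature, protected from light · Technique – resorufin fluorescence at 613 nm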
# SENP7 inh: SENP7 protease inhibitors, primary screen, biochemical, luminescence, uHTS. Sentrin-specific protease 7 (Homo sapiens), Q9BQF6. inhibition, % at 5 µM. recombinant SENP7, Z-RLRGG-aminoluciferin luminescence, 40 min. 330,000 compounds, 1.5% hits;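 active = inhibition above about 50% at the single test dose, limit read from the data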;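 also: plate controls were DMSO with enzyme for no effect and no enzyme buffer wells for full effect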
# SENP1 inh: human SENP1 catalytic domain inhibitors, primary screen, biochemical, FRET, uHTS. Sentrin-specific protease 1 (Homo sapiens), Q9P0U3. recombinant SENP1 catalytic domain, CyPet-SUMO1-YPet FRET cleavage. inhibition, % at 10 µM. 360,000 compounds, 0.21% hits. AID 624204, 2012;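 active = inhibition at least 30% at 10 µM, raw YFP signal under a set limit, fluorescence ratio 0.5 to 1.5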;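 also: 0% = enzyme with DMSO and 100% = no enzyme wells; some results filed as inactive read as strong as hits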
#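 System: Recombinant human SENP1 catalytic domain, His6-tagged | Incubation: Enzyme reaction for 50 min at room temperature, dark | Medium: Tris pH 8 with BME, BSA, NP40 and catalase | Also added: 25 nM SUMO1 FRET substrate | Compound: 10 µM single point, 0.5% DMSO | Measured by: FRET fluorescence in CFP and YFP emission channels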
# Numbers without * were called inactive.
SMILES,SENP8 block-1,SENP6 inh,SENP8 block-2,PfGluPho inh,MIN6 prolif,UBC13 inh,HKDC1 inhibitor,SENP7 inh,SENP1 inh
Cc1nn(-c2ccccc2)nc1C(=O)Nc1ccc2c(c1)OCCO2,-1,-8,-8,25,8,2,2,4,1
Cc1cccc(NC(=O)CC2C(=O)NCCN2C(=S)Nc2ccccc2)c1 (stereo not given),-2,-9,3,2,-1,2,3,-2,2
CC1=Nc2cc(C(=O)NCCCOC(C)C)ccc2Sc2ccc(C)cc21,0,-11,17,-19,-3,19,-3,5,1
Cc1c(NC(=O)c2cnn3c2NC(c2ccccc2)CC3C(F)(F)F)c(=O)n(-c2ccccc2)n1C (stereo not given),-9,-24,8,-2,-5,3,5,-6,3
Cc1ccc(NC(=O)c2ccc3c(c2)OCO3)cc1S(=O)(=O)N1CCOCC1,8,2,17,-6,-4,-4,-1,4,2
O=C(NC(=S)NCC1CCCO1)c1cccs1 (stereo not given),-2,-7,8,0,0,-5,-10,-3,-3
Cc1nnsc1NC(=O)OCc1ccc(C(F)(F)F)cc1,-5,-12,12,-1,-2,-3,-5,-3,3
CC1(OC(=O)C2CCCC2)C(=O)C=C2C=C(c3ccsc3)N(CCc3ccccn3)C=C2C1=O (stereo not given),-3,15,-21,70*,-1,-36,24,-3,-60
CC(=O)N1CCN(c2ccc(NC(=O)c3ccc(C(C)(C)C)cc3)cc2)CC1,-14,-25,12,8,-2,-6,-3,-12,0
CC(C)Cc1nnc(NC(=O)CCC(=O)Nc2ccc(Cl)cc2)s1,0,21,17,-19,-1,-2,-1,7,1
CC(C)(CNCc1ccccc1)NS(=O)(=O)c1ccccc1,-4,0,3,15,1,9,-5,9,0
O=C(NC1CC1)C1CC(=O)N(C2CCCCC2)C1 (stereo not given),-2,-10,-3,-5,1,7,14,-1,2
O=C(/C=C/c1ccccc1)Nc1ccc2c(c1)OCCO2,67*,74*,11,32,-5,-4,-6,75*,3
CN(Cc1ccco1)C(=O)C1CCN(c2nnc(-n3cccc3)s2)CC1,-11,-17,-12,-6,-3,-6,1,-13,-1
Cn1c(N)c(C(=O)COC(=O)CCOc2ccc(C(C)(C)C)cc2)c(=O)n(C)c1=O,-2,-14,0,-12,-3,0,12,-2,0
O=C1c2ccccc2C(=O)c2[nH]c(=O)[nH]c21,35,65*,55*,-13,-5,-191,16,36,-1
Cc1nc(C)c(-c2csc(Nc3ccc(N)cc3)n2)s1,7,-15,9,32,-3,-10,1,4,1
CN(C(=O)Cn1cccc1C1=NC(c2ccccc2)CO1)c1ccccc1 (stereo not given),-17,8,-3,-16,1,-4,-6,-4,0
O=C(O)C1C2C=CC(C2)C1C(=O)Nc1cccc(C(F)(F)F)c1 (stereo not given),-7,-5,0,-12,0,-5,0,13,0
CCn1cc(/C=C(\NC(=O)c2ccccc2F)C(=O)N2CCOCC2)c2ccccc21,-4,-2,16,-5,0,1,-3,-11,-1

# The list goes on; the last 3 above are carried over.
SMILES,SENP8 block-1,SENP6 inh,SENP8 block-2,PfGluPho inh,MIN6 prolif,UBC13 inh,HKDC1 inhibitor,SENP7 inh,SENP1 inh
CN(C(=O)Cn1cccc1C1=NC(c2ccccc2)CO1)c1ccccc1 (stereo not given),-17,8,-3,-16,1,-4,-6,-4,0
O=C(O)C1C2C=CC(C2)C1C(=O)Nc1cccc(C(F)(F)F)c1 (stereo not given),-7,-5,0,-12,0,-5,0,13,0
CCn1cc(/C=C(\NC(=O)c2ccccc2F)C(=O)N2CCOCC2)c2ccccc21,-4,-2,16,-5,0,1,-3,-11,-1
Cc1onc(-c2ccc(Cl)cc2)c1-c1ccnn1S(=O)(=O)c1cccc(C(F)(F)F)c1,-14,-10,-1,18,-4,5,2,-3,0
COc1cccc(Oc2cc(NN3CCCCC3)c([N+](=O)[O-])cc2[N+](=O)[O-])c1OC,3,-11,39,-15,-7,-29,0,-2,2
COc1ccc(CNC(=O)COC(=O)c2nc3nc(C)cc(C)n3n2)cc1,-5,3,0,0,-3,-13,-5,-1,-1
O=C(c1ccccc1F)N1CCCC(C(=O)N2CCc3ccccc3C2)C1 (stereo not given),1,-27,6,5,2,1,-7,-2,3
O=C(Cn1nnc(-c2ccc(OCc3ccccc3F)cc2)n1)N1CCOCC1,6,2,11,3,-4,6,-10,5,1
O=C(/C=C/c1ccccc1)NCCSCc1ccccc1Cl,0,8,-1,8,-3,0,7,3,2
Cc1ccc(S(=O)(=O)NNC(=O)CCC(=O)Nc2ccccc2)cc1,-5,6,14,-8,1,-2,-5,4,0
COc1ccc(CC(=O)NNc2ncnc3c2cnn3-c2ccc(C)cc2)cc1OC,11,4,12,1,-3,-3,6,3,-1
CC(C)(C)Sc1ccc([N+](=O)[O-])cc1C(=O)Nc1ccncc1,12,11,24,7,-1,4,-4,2,-1
Cc1ccc(C=NCc2ccncc2)c(O)c1,11,11,4,-2,-1,2,-14,0,-3
CCC1CCCCN1CCNC(=O)C1CCCN(S(=O)(=O)c2cccc3nsnc23)C1 (stereo not given),-6,-6,19,-4,-2,-5,-1,-11,3
Cc1ccc(NC(=O)CCCn2c(=O)[nH]c3ccsc3c2=O)cc1,6,-24,9,1,4,4,-5,5,5
CCc1ccc(N(C(=O)c2csnn2)C(C(=O)NC(C)(C)C)c2ccncc2)cc1 (stereo not given),-9,2,5,0,-3,-8,-4,-9,1
COCc1nnc(NC(=O)c2sc3ccccc3c2Cl)s1,46,55*,16,31,-4,-2,-6,31,1
Cc1ccc(S(=O)(=O)N2CCC(C(=O)NCc3ccccc3CN3CCCC3)CC2)cc1C,-14,-10,14,1,-3,8,-4,1,-1
O=C(O)c1cc(NS(=O)(=O)c2cccs2)cc(NS(=O)(=O)c2cccs2)c1,5,2,11,-15,0,-5,4,-6,0
COc1ccc(Cn2nnc3ccccc32)cc1,0,-5,12,-17,-1,17,0,-2,3
Cc1nn(C)c(C)c1NC(=O)COc1ccc(F)cc1Br,-1,-4,5,1,0,-9,-3,5,2
Cc1nc2sccn2c(=O)c1S(=O)(=O)NCc1ccccc1,-2,-13,-183,-10,-2,-4,-2,4,2
NC(=O)C1CCN(C2OC(=O)c3ccccc32)CC1 (stereo not given),1,-31,10,0,-2,4,-5,1,0
COc1ccc2c(C)nc(Nc3nc(C)c(C)c(=O)[nH]3)nc2c1,-1,-15,1,18,-6,-6,9,0,1
CC(=O)c1ccc(NS(=O)(=O)c2cccc(C)c2)cc1,-4,9,-13,-31,-1,-2,4,6,1
COc1ccc(N2CC(C(=O)Nc3c4c(nn3-c3ccccc3)CS(=O)(=O)C4)CC2=O)cc1 (stereo not given),-2,-4,16,-7,-2,-13,8,12,-3
COc1ccccc1N1CCN(C(=O)C2C3C=CC4(CN(Cc5ccccc5Cl)C(=O)C24)O3)CC1 (stereo not given),3,7,12,7,2,7,5,5,-1
[O-]/[N+](=C\C=C\c1ccccc1)c1ccccc1,57*,73*,-2,1,-4,0,2,-1,-4
CC1CCN(c2ccc(-c3cccc(NC(=O)c4ccco4)c3)nn2)CC1,59*,79*,-17,7,-7,-6,1,74*,0
CN(c1ccccc1C(=O)Nc1cccc(C(F)(F)F)c1)S(C)(=O)=O,-2,-13,4,10,-1,-3,-9,19,2
COc1ccc(/C(O)=C2/C(=O)C(=O)N(CCCN3CCOCC3)C2c2ccc(OC)cc2)cc1 (stereo not given),-2,-6,-5,-1,3,-6,-4,-3,-2
CCOc1ccccc1NC(=O)NC1(C(=O)N2CCN3CCCC3C2)CCCCC1 (stereo not given),-1,2,22,-2,0,3,4,3,1
CCC(c1nnnn1C1CCCC1)N1CCN(Cc2ccccc2)CC1 (stereo not given),-7,-6,22,4,-1,-1,-7,2,0
CN(CC(=O)OCC(=O)c1c(N)n(C)c(=O)n(C)c1=O)S(=O)(=O)c1ccc(Cl)cc1,12,1,10,-5,-4,2,-4,-5,2
Cc1csc(/C(=N\O)c2csc(C)n2)n1,10,1,20,-10,0,-10,-15,9,0
CC(C)Cc1nnc(NC(=O)CCC(=O)NC2CCCCC2)s1,0,-9,12,-3,-1,7,-1,7,1
Cc1ccc(C)c(C(=O)COc2ncnc3ccccc23)c1,-2,-3,3,21,0,-13,-8,1,2
O=c1ccc(-c2ccc(S(=O)(=O)Nc3cccc(Br)c3)o2)n[nH]1,-4,1,10,-30,-2,-9,2,-1,1
CC1(C)CC(=O)C2=C(C1)Nc1cc(C(=O)c3ccccc3)ccc1NC2c1ccccn1 (stereo not given),7,10,-32,-3,0,-4,-7,6,5
CC(C)c1ccc(NC(=O)C2CC(=O)N=C(N)S2)cc1 (stereo not given),-4,-2,18,10,2,2,8,7,0
CCOc1ccc(S(=O)(=O)N2CCN(c3ccccc3OC)CC2)c2cccnc12,2,-10,12,0,-1,0,3,1,9
O=C(O)/C=C/c1cn(-c2ccccc2)nc1-c1ccc(-c2ccc([N+](=O)[O-])cc2)o1,-41,-8,-92,29,-8,-18,10,-4,-48
Cc1ccc(S(=O)(=O)Cc2cc(F)c([N+](=O)[O-])cc2[N+](=O)[O-])cc1,3,-13,21,11,-4,-6,10,3,0
CCCCn1nc(C(=O)Nc2c(C)n(C)n(-c3ccccc3)c2=O)c2ccccc2c1=O,-6,-2,15,-3,0,-3,-4,7,0
CCO/C=C/C(=O)N(C)CCC#N,0,-1,-46,5,0,-6,-4,-6,-55
CCN(CC)c1ccc(CNc2nc3ccccc3n2CCN2CCCCC2)cc1,-3,-9,23,12,-5,16,-4,-6,1
N#Cc1nc(COc2cccc(Cl)c2)oc1NCc1ccco1,-4,-8,-27,22,-3,3,-1,1,-89
CCN1CCN(S(=O)(=O)c2ccc3[nH]c(=O)oc3c2)CC1,-6,-1,11,-12,-3,-15,-1,8,2
Cc1nn(C)c(C(=O)Nc2ccc(Cl)c([N+](=O)[O-])c2)c1Cl,-1,-4,8,13,0,4,-6,0,0
Cc1ccc(-c2csc3nc(CSc4nnc(-c5ccc(Cl)cc5)n4C)[nH]c(=O)c23)cc1,-7,-8,9,9,0,2,6,-6,12

# Reprinted at random: two entries already listed.
SMILES,SENP8 block-1,SENP6 inh,SENP8 block-2,PfGluPho inh,MIN6 prolif,UBC13 inh,HKDC1 inhibitor,SENP7 inh,SENP1 inh
Cc1cccc(NC(=O)CC2C(=O)NCCN2C(=S)Nc2ccccc2)c1 (stereo not given),-2,-9,3,2,-1,2,3,-2,2
COc1ccc(/C(O)=C2/C(=O)C(=O)N(CCCN3CCOCC3)C2c2ccc(OC)cc2)cc1 (stereo not given),-2,-6,-5,-1,3,-6,-4,-3,-2
